S1P3 agonist = S1P3 (human) receptor agonism; S1P3 NFAT-BLA reporter cells, FRET ratio; relative to 1 µM S1P, basal subtracted; activation, % at 4.5 µM; hit rate 0.1% among 60,000; AID 373;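 active means activation above the screen-wide mean plus 3 SD, cut at about 4.5% in these data, passing the limit was not always enough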; further: some compounds called inactive have numbers as strong as hits
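Measure – % activation relative to 1 µM S1P (100%), per plate · System – stable CHO line with human S1P3, Gα16, NFAT-BLA reporter · Timing – cells plated overnight, compound 4 h 37 °C, substrate 2 h RT · Technique – fluorescent BLA substrate, ex 405 nm, em 460/535 nm ratio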
M1 agonist = activates the M1 muscarinic receptor; CHO-M1 cells, Fluo-4 calcium fluorescence, agonist mode; active compounds read high; B-score at 10 µM; hit rate 3% among 64,000; AID 626;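 active means fluorescence rise, raw or as B-score row- and column-corrected plate score, outside the 99.7% band of its plate's samples, either direction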
HTR1E antagonist = blocks the human 5-HT1E serotonin receptor; P28566; CHO 5-HT1E Ga15 NFAT-bla reporter, FRET, antagonist; inhibition, % at 6 µM; hit rate 0.99% among 65,000; AID 571;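 active means inhibition above a set limit, the mean inhibition across every tested compound plus 3 SD, cut at about 29% in these data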;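 further: signal is the 460 over 535 nm emission ratio of beta-lactamase substrate; 0% = agonist plus DMSO wells and 100% = wells without agonist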
Target sequence (P28566 whole entry, looked up): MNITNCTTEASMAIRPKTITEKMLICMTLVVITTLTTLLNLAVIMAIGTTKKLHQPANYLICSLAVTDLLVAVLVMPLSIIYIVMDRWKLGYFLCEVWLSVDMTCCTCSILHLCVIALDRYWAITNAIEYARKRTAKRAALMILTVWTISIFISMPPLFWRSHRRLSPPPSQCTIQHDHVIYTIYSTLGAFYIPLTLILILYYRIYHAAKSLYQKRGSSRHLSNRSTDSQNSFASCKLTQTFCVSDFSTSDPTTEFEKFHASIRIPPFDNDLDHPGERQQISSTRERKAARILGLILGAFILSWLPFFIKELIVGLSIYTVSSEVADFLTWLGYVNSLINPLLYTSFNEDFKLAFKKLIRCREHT
HEK293 NFkB inh = lowers PMA/ionomycin-induced NF-kB signal in HEK293 cells. HEK-293 NF-kB luciferase reporter, luminescence. inhibition, % at 3 µM. hit rate 0.21% among 62,000;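 active means inhibition above the mean of all tested compounds plus 3 SD, cut at about 40% in these data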;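 further: 0% = stimulated DMSO wells and 100% = 10 µM reference inhibitor 5653914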
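System: NF-kB luciferase reporter HEK-293 cells | Replication: Single test | Control set: DMSO vs reference inhibitor | Evaluation: % inhibition | Schedule: 1 h pretreatment, 16 h stimulation, 37 °C | Probe or stimulus: PMA with ionomycin | Compound dosing: One dose, 3 µM | Detection: Luciferase luminescence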
S1P1 ag pot = agonists and agonism potentiators of human S1P1 receptor. P21453. AID 449. hit rate 0.57% among 56,000. S1P1 CRE-bla cells, forskolin, beta-lactamase FRET, potentiator mode; S1P1 agonist co-added at EC20, 2 nM; 100% = saturating reference agonist, 0% = basal. activation, % at 9.5 µM;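 active means activation above a cutoff set at the mean activation of all tested compounds plus 3 SD, cut at about 54% in these data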;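 further: forskolin at 4 µM as EC80 and the EC20 agonist is SEW2871; 100% = SEW2871 at its EC100 plus forskolin at EC80; some compounds past the cut are filed as inactive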
Target sequence (P21453 whole entry, looked up): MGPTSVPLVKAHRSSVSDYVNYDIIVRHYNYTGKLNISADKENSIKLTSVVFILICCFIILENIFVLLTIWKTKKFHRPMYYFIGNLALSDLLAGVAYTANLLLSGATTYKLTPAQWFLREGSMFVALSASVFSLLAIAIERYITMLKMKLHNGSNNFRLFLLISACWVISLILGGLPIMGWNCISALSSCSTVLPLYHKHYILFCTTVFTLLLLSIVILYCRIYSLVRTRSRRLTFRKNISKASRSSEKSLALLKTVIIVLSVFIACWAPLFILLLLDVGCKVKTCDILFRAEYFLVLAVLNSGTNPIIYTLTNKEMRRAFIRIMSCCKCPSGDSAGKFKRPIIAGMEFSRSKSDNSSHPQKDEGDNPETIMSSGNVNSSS
Jurkat viability = cytotoxic compounds reducing Jurkat cell viability; Jurkat E6.1 viability, ATP luminescence, 48 h; inhibition, % at 4 µM; hit rate 1.2% among 56,000;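 active means inhibition above the mean inhibition of all tested compounds plus 3 SD, cut at about 28% in these data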
5HT1E ag = agonists of human 5-HT1E serotonin receptor; hit rate 0.69% among 65,000; CHO 5-HT1E Ga15 NFAT-bla reporter, FRET; 0% DMSO wells, 100% control agonist wells; activation, % at 6 µM; P28566; AID 574;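 active means activation above a set limit, the screen-wide mean activation plus 3 SD, cut at about 8.5% in these data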;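 further: 100% = positive control agonist at 1 µM giving full maximal response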
Her2 expr inh = lowers expression of human Her2 kinase; SKBR-3 HER2 protein level, AlphaScreen, 18-24 h; active compounds read low; hit rate 0.69% among 65,000; HER2 level % of control, % at 10 µM; P04626; AID 645;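 active means HER2 level under 5% of the carrier-only control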;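 further: 100% = DMSO carrier and 0% = 500 nM PU-H71 HSP90 inhibitor; lower value means stronger loss of Her2 protein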
M1 antag = blocks the rat M1 muscarinic receptor response to acetylcholine; P08482; CHO-M1 cells, Fluo-4 calcium, ACh EC80 antagonist mode; active compounds read low; B-score at 10 µM; hit rate 3.4% among 64,000;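 active means calcium fluorescence response, raw or row-and-column corrected B-score, differing from the plate sample mean either way at a set confidence level, mostly lower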
* hit, by the source's call; / = no result given.

SMILES	S1P3 agonist	M1 agonist	HTR1E antagonist	HEK293 NFkB inh	S1P1 ag pot	Jurkat viability	5HT1E ag	Her2 expr inh	M1 antag
O=C(c1cnc2sccn2c1=O)N1CCc2ccccc2C1	-0.2	0.11	4	14	0	-5	0.4	147	-1.2
O=C(O)c1cccc(S(=O)(=O)N2CCOCC2)c1	-0.5	-0.9	8	20	-16	12	-0.4	104	0.38
O=C(Nc1ccccc1)c1ccc2nc(-c3ccco3)c(-c3ccco3)nc2c1	-1.3	0.91	18	-6	/	10	-1.0	90	-0.11
COc1ccc(S(=O)(=O)N2CCSC2c2ccc(N)cc2)cc1 (centres undefined)	0.7	-0.22	-5	-7	-9	1	-0.2	112	-0.39
CSc1nc(N)c(C#N)c(-c2ccccc2Cl)c1C#N	-3.5	-0.48	-6	/	9	/	-0.3	64	-0.18
O=C(c1cc2c(s1)CCCC2)N1CCN(Cc2ccc3c(c2)OCO3)CC1	-0.1	-0.53	0	9	16	-7	0.0	105	0.34
Nc1cc(N)nc(SCCOc2ccccc2F)n1	-0.3	/	-1	8	-9	5	0.2	95	/
CCOC(=O)C1CCN(C(=O)Cc2cccs2)CC1	-0.8	-0.57	-5	15	/	-1	0.4	94	0.43
Nc1ccc2nn(-c3cccc4ccccc34)nc2c1	-0.4	0.02	4	-1	17	1	-0.1	104	-0.32
COc1cc(OC)cc(C(=O)NC2CC3CCC(C2)N3Cc2ccco2)c1 (centres undefined)	0.9	0.078	-12	0	4	-6	-0.7	109	-1.6
CC(Nc1cc(=O)n(C)c(=O)n1C)c1ccccc1 (centres undefined)	-0.4	-0.081	8	10	/	-4	-1.7	103	0.085
CC(=O)c1cccc(NC(=O)Nc2cc3sccc3n2C)c1	-0.2	1.3	12	-4	14	7	1.7	90	0.48
CC(C)(C)C(=O)/C(C#N)=c1\s/c(=C\c2ccncc2)c(=O)n1CCCN1CCOCC1	-0.2	0.29	8	21	4	-6	-0.4	74	1.1
COc1ccc(C)cc1NC(=O)CN(c1ccc(F)cc1)S(C)(=O)=O	-0.5	0.22	-2	11	/	-5	0.2	95	0.62
O=S1(=O)N=C(SCCO)c2ccccc21	0.2	0.13	-2	-1	-5	4	-1.7	103	0.7
CCn1c(SCC(=O)NCc2ccccc2)nnc1-c1ccccc1O	-0.4	-0.023	3	14	18	-6	-1.9	116	-0.2
CCN1/C(=C/C(C)=O)Sc2ccc(OC)cc21	-1.9	0.15	-9	16	11	2	0.5	8	-0.93
C=CCn1c(=N)c(C(=O)NCCCOC)cc2c(=O)n3cccc(C)c3nc21	-0.3	-0.83	-4	5	-36	4	2.0	122	-0.55
COc1cc(OC)c(NC(=O)c2ccoc2C)cc1Cl	-0.5	0	1	9	-7	-2	-0.7	59	-1.1
CC(=O)c1ccc(N2CCN(C(=O)c3cc4c(-c5ccccc5F)nn(C)c4s3)CC2)cc1	-0.7	2.1	3	18	29	9	0.5	69	-0.99
Cc1csc2nc(CSc3nncn3-c3ccccc3)c(Br)n12	-0.3	0.026	16	10	20	12	0.1	69	-0.043
CC(C)CCNC(=O)C(c1ccco1)N(Cc1cccs1)C(=O)Cn1nnc2ccccc21 (centres undefined)	-1.5	-0.47	-4	14	-10	0	0.8	77	0.24
CCOC(=O)C(C)Sc1nnc(-c2c[nH]c3ccccc23)n1C (centres undefined)	-0.4	-0.78	2	17	-2	-3	-0.3	94	0.33
O=c1[nH]c(NCc2ccccc2)nc2c1CCCC2	0.5	-0.0073	-12	2	-6	-3	0.7	103	-0.012
CCOc1ccc(NC(=O)COC(=O)Cn2cnnn2)cc1OCC	-0.3	-1.7	3	4	10	0	-0.2	102	-0.16
COc1ccc(OC)c(C(C)NC=O)c1 (centres undefined)	-0.8	-0.34	-12	6	-11	3	0.5	116	0.38
COc1ccc2c(c1)c(=O)oc1c(C)c3occ(C)c3cc12	1.2	-0.94	-6	-6	/	-4	0.1	/	-0.23
CCCNC(=O)NC1C(NC(=O)NCCC)N(C)C(=O)N1C (centres undefined)	-0.9	-0.17	3	5	-10	2	-0.6	86	0.76
COCCn1cc(C(=O)N2CCC(C)CC2)c2c3ccccc3n(C)c2c1=O	-0.3	0.33	6	6	1	9	-0.9	94	-0.42
CNc1cc(-n2nc(C)cc2-c2ccccc2)ncn1	-0.8	0.031	16	2	-26	-2	-0.3	96	-0.3
c1ccc(Cn2nnc3c(N4CCCCCC4)ncnc32)cc1	-0.1	0.094	18	12	-29	24	0.4	105	-0.2
Cc1onc(-c2ccccc2Cl)c1C(=O)NCC(=O)O	-0.7	-0.32	14	13	9	-3	-1.2	123	-0.087
O=C(Cn1cc2c(n1)CCCC2)NCc1cccnc1	-0.7	0.71	3	6	-29	2	2.8	97	0.1
O=C1CCC(Cc2ccccc2)N1 (centres undefined)	0.3	1.2	-5	26	-7	0	-0.4	108	0.32
CC(NC(=O)c1ccc(=O)oc1)c1ccccc1 (centres undefined)	-1.4	0.44	-5	/	-13	/	0.0	95	-0.056
O=C(Cn1ncc2c(=O)oc3ccccc3c21)N1CCN(C(=O)c2ccco2)CC1	-2.0	-0.35	1	16	-5	9	-1.3	82	-0.51
CCOCCn1c(CN(Cc2ccccc2)Cc2ccccc2)nc2c1c(=O)[nH]c(=O)n2C	-0.5	0.64	-13	20	-14	1	1.2	94	0.11
CCCCOCCCNC(=O)c1cccs1	-0.8	-0.76	-6	10	-24	3	0.1	95	-0.84
C=CCOc1ccc(C2c3c(oc4ccccc4c3=O)C(=O)N2CCCN2CCOCC2)cc1 (centres undefined)	-1.0	-0.096	0	5	-6	-6	0.5	98	-0.14
COc1ccc(CCNC(=O)Cn2cnc3c(nnn3Cc3ccccc3F)c2=O)cc1OC	-0.9	0.11	-2	26	-10	2	0.0	86	-0.38
N#Cc1ccccc1Cn1c(=O)n(-c2ccc(CC(=O)NCc3ccco3)cc2)c(=O)c2sccc21	-0.5	-0.0099	-1	10	-10	1	0.0	105	0.21
Cc1ccccc1-c1n[nH]c(=S)o1	-1.1	-0.063	3	4	-7	2	-1.2	131	0.21
COc1ccc(CNC(C)C2COc3ccccc3O2)c(OC)c1 (centres undefined)	-0.2	0.23	-1	5	-40	1	13*	106	-1.1
Cc1cc(C)cc(-n2ccnc2SCC(=O)Nc2nccs2)c1	1.5	-0.39	11	-2	-15	12	0.0	97	0.012
CN(c1ccccc1)S(=O)(=O)c1cc(C(=O)N2CCN(c3ccccn3)CC2)ccc1Cl	/	2	-4	18	/	/	-0.8	60	-0.26
CCOC(=O)c1c(C)n(CC(O)c2ccccc2)c2ccc(O)cc12 (centres undefined)	-0.9	-0.7	1	15	1	14	0.0	62	-0.025
CCc1ccccc1NC(=O)CC(O)(C(=O)OC)C(F)(F)F (centres undefined)	-1.1	0.41	3	15	12	2	-1.3	/	0.025
CCCCCn1c(CN2CCN(Cc3ccccc3)CC2)nc2c1c(=O)n(C)c(=O)n2C	1.3	-0.66	-3	0	-13	5	0.6	97	-0.028
CN(Cc1cccs1)C(=O)COc1ccc(-c2nnco2)cc1	-0.1	-0.32	17	9	0	5	-0.3	103	-0.11
COC(=O)CCc1c(C)[nH]c(=S)[nH]c1=O	-2.4	-1.5	6	/	-3	/	-1.2	138	1.2

9 structures out of the list, sorted by heavy-atom count, descending.
SMILES	S1P3 agonist	M1 agonist	HTR1E antagonist	HEK293 NFkB inh	S1P1 ag pot	Jurkat viability	5HT1E ag	Her2 expr inh	M1 antag
C=CCOc1ccc(C2c3c(oc4ccccc4c3=O)C(=O)N2CCCN2CCOCC2)cc1 (centres undefined)	-1.0	-0.096	0	5	-6	-6	0.5	98	-0.14
CCOCCn1c(CN(Cc2ccccc2)Cc2ccccc2)nc2c1c(=O)[nH]c(=O)n2C	-0.5	0.64	-13	20	-14	1	1.2	94	0.11
O=C(Cn1ncc2c(=O)oc3ccccc3c21)N1CCN(C(=O)c2ccco2)CC1	-2.0	-0.35	1	16	-5	9	-1.3	82	-0.51
CCOC(=O)c1c(C)n(CC(O)c2ccccc2)c2ccc(O)cc12 (centres undefined)	-0.9	-0.7	1	15	1	14	0.0	62	-0.025
c1ccc(Cn2nnc3c(N4CCCCCC4)ncnc32)cc1	-0.1	0.094	18	12	-29	24	0.4	105	-0.2
CCc1ccccc1NC(=O)CC(O)(C(=O)OC)C(F)(F)F (centres undefined)	-1.1	0.41	3	15	12	2	-1.3	/	0.025
COc1cc(OC)c(NC(=O)c2ccoc2C)cc1Cl	-0.5	0	1	9	-7	-2	-0.7	59	-1.1
CC(NC(=O)c1ccc(=O)oc1)c1ccccc1 (centres undefined)	-1.4	0.44	-5	/	-13	/	0.0	95	-0.056
O=C1CCC(Cc2ccccc2)N1 (centres undefined)	0.3	1.2	-5	26	-7	0	-0.4	108	0.32

(listing goes on)
SMILES	S1P3 agonist	M1 agonist	HTR1E antagonist	HEK293 NFkB inh	S1P1 ag pot	Jurkat viability	5HT1E ag	Her2 expr inh	M1 antag
COCCNC(=O)c1ccc(Cl)c(Cl)c1	-1.5	-0.74	-1	10	/	0	-0.2	101	0.11
CN(C)S(=O)(=O)N1CCC(Cc2ccccc2)CC1	-0.6	/	-11	8	/	-6	-0.3	80	/
CC(C)Cn1c(SCC(=O)NC2CCCc3ccccc32)nc(O)cc1=O (centres undefined)	/	-0.38	-10	14	/	/	-1.1	93	0.031
Cc1cccn2c(=O)c(/C=N/O)c(N3CCCCC3)nc12	-0.5	0.34	-6	6	-14	-7	-1.0	79	-0.44
O=C(NCN1CCCCC1)c1cccnc1	-0.3	0.014	-3	12	-6	-1	1.0	72	0.51
C[C@H](C(=O)O)c1n[nH]c(=O)c2ccccc12	-0.3	-0.34	-3	4	-4	-4	1.0	75	-0.13
COc1ccc(C)cc1NC(=O)CSc1nnc(-c2ccco2)n1Cc1ccco1	/	-0.088	4	19	/	/	0.3	132	1.3
Nc1nnc(CC(=O)N2CCCCC2)s1	-0.6	-0.32	-6	14	-4	1	0.0	137	-0.29
Cc1csc(NC(=O)Cc2nn(C)c(=O)c3ccccc23)n1	/	1.8	9	30	/	/	0.5	87	-0.55
CC1CCN(Cc2ccc(-c3nn[nH]n3)cc2)CC1	-1.2	0.022	-13	14	-48	-8	-0.1	74	-0.006
O=C(c1ccccc1)N1CCN(S(=O)(=O)N2CCCCC2)CC1	-0.8	-0.89	-11	-3	10	4	-2.2	93	0
O=C(COc1ccc(S(=O)(=O)NC2CCCCC2)cc1Cl)NCC1CCCO1 (centres undefined)	-0.8	-1.4	-2	9	3	2	-0.1	102	0.061
COc1ccc(CC(C(=O)Nc2cccc(F)c2)c2nn[nH]n2)c(OC)c1 (centres undefined)	-1.0	0.12	1	13	12	3	-0.9	123	1.2
CCCCn1c(SCC(=O)NCc2ccco2)nnc1-c1ccoc1C	-0.9	-0.099	-10	-1	33	0	-0.1	98	-0.41

Screening data deposited in PubChem by several laboratories.
